# Source: PubChem BioAssay
# EBNA-1 inhibitor – EBNA-1 DNA-binding inhibitors, primary screen, biochemical, fluorescence polarization; inhibition, % at 14.8 µM; actives 0.34% (n = 300,000); AID 1950, 2009; in the data active = inhibition above about 28%
# PREPL inhibitor – PREPL enzyme inhibitors, primary screen, biochemical, fluorescence polarization | Prolyl endopeptidase-like (Homo sapiens), Q4J6C6 | recombinant PREPL, fluorescence polarization activity-based probe | inhibition, % at 5.96 µM | actives 0.68% (n = 320,000); in the data active = inhibition above about 43%;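 also: 0% = enzyme with DMSO and 100% = wells lacking enzyme; many of its hits are not listed in these tables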
# PAFAH2 inh – PAFAH2 enzyme inhibitors, primary screen, biochemical, fluorescence polarization, human; Platelet-activating factor acetylhydrolase 2, cytoplasmic (Homo sapiens), Q99487; recombinant PAFAH2, FP-rhodamine activity probe; inhibition, % at 3.39 µM; actives 0.99% (n = 340,000); AID 492956, 2010;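 active = inhibition above the mean over all tested compounds plus 3 SD, cut at about 30% in these data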;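 also: inhibitors block probe labeling of enzyme so polarization drops; 0% = enzyme with DMSO and 100% = wells lacking PAFAH2 protein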
# PAFAH1B3 FP inh – PAFAH1B3 enzyme inhibitors, primary screen, biochemical, fluorescence polarization, human; actives 0.28% (n = 340,000); recombinant PAFAH1B3, FP-rhodamine probe; inhibition, % at 3.39 µM; AID 492972, 2010;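 active = inhibition above the screen-wide average of all tested compounds plus 3 SD, cut at about 25% in these data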;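 also: 0% = enzyme with DMSO only and 100% = wells lacking PAFAH1B3 protein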
# Target sequence (Q15102 whole entry, looked up): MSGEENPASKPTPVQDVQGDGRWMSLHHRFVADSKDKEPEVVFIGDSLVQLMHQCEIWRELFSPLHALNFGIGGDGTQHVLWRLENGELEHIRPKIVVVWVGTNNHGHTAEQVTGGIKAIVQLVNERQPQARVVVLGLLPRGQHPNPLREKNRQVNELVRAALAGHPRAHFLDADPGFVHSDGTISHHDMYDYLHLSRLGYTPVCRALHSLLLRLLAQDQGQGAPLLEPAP
# ZTA counter – blocks Epstein-Barr virus ZTA, an EBNA-1 counter-screen; P03206; ZTA-DNA binding, fluorescence polarization; inhibition, % at 11 µM; actives 0.15% (n = 320,000); AID 2234; in the data active = inhibition above about 33%
# Target sequence (P03206 whole entry, looked up): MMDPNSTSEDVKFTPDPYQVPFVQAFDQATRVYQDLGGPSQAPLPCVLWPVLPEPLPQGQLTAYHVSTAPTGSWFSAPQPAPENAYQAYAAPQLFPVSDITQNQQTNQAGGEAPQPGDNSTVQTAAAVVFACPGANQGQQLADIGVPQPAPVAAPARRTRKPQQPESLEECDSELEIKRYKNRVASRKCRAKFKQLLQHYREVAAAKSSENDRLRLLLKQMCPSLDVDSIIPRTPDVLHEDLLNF
# LYPLA2 inh – LYPLA2 inhibitors, primary screen, counter-screen for PME1 inhibitor project, biochemical, fluorescence polarization, FP-Rh probe ABPP. Acyl-protein thioesterase 2 (Homo sapiens), O95372. recombinant LYPLA2. inhibition, % at 5.9 µM. actives 0.38% (n = 320,000). AID 2177, 2009;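 active = inhibition above the screen-wide mean plus 3 SD, limit set per campaign, cut at about 26% in these data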;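 also: 0% = LYPLA2 with DMSO and 100% = wells lacking LYPLA2 enzyme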
# Target sequence (O95372 whole entry, looked up): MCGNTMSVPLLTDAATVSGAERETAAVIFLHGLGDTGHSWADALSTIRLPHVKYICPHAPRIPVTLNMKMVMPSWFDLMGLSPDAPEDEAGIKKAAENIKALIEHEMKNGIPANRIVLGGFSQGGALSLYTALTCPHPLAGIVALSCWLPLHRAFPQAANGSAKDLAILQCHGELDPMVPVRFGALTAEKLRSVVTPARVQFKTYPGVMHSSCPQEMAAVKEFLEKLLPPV
# PAD4 inh – human PAD4 inhibitors, primary screen, biochemical, fluorescence polarization, 1536-well format; AID 485272, 2010; actives 0.41% (n = 330,000); recombinant PAD4, RCA probe fluorescence polarization; inhibition, % at 6.36 µM;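 active = percent inhibition above a cutoff equal to the mean of all tested compounds plus 3 SD, cut at about 15% in these data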;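 also: 0% = PAD4 with RCA probe and DMSO and 100% = probe without PAD4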
# LYPLA1 counter – LYPLA1 inhibitors, primary screen, counter-screen for PME1 inhibitor project, biochemical, fluorescence polarization, FP-Rh probe ABPP; Acyl-protein thioesterase 1 (Homo sapiens), O75608; recombinant LYPLA1; inhibition, % at 5.9 µM; actives 0.16% (n = 320,000);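 active = inhibition above the mean of all tested compounds plus 3 SD, set per campaign, cut at about 14% in these data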;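 also: inhibitors block serine hydrolase probe labeling of LYPLA1 so polarization falls; 0% = enzyme with DMSO and 100% = wells lacking LYPLA1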
# GSTO1 counter – inhibitors of recombinant GSTO1, primary screen, counter-screen for RBBP9 inhibitor project, biochemical, fluorescence polarization; activity-based probe fluorescence polarization; inhibition, % at 5.96 µM; actives 1.1% (n = 300,000); AID 1974, 2009;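 active = inhibition above the campaign mean inhibition plus 3 SD, cut at about 35% in these data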;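 also: 0% = GSTO1-1 with DMSO and 100% = wells lacking GSTO1-1 enzyme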
# Target sequence (P78417 whole entry, looked up): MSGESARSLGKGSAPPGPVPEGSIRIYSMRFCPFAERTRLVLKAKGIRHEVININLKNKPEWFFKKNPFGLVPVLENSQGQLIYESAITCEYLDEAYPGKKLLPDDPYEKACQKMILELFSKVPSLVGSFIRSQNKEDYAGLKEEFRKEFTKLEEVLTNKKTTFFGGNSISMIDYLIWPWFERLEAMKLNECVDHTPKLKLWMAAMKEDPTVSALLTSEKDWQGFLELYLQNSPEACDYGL
# An asterisk follows results filed as active; / = not tested or not shown.
(1) CCC(NC(=O)Cn1cnc2c(=O)n(C)c(=O)n(C)c21)c1ccccc1 (stereo not drawn)
(2) CC(=O)c1ccc(NC(=O)CSc2nccn2C)cc1
(3) O=C(NCC1CCCO1)c1ccccc1-c1nc(-c2ccc(F)cc2)no1 (stereo not drawn)
(4) COc1ccc(/C=N/Nc2ccc(C(F)(F)F)cc2[N+](=O)[O-])cc1O
(5) CCOC(=O)c1csc(NC(=O)c2ccc(S(=O)(=O)N3CCCC3)cc2)n1
(6) O=C(c1cccs1)c1coc2ccc(O)cc12
(7) CCC1=NN(C(=O)Cc2ccc(OC)c(OC)c2)C(O)(C(F)(F)F)C1 (stereo not drawn)
(8) O=C(CNC(=O)c1ccc(Br)o1)NNC(=O)c1n[nH]c(=O)c2ccccc12
compound no.	1	2	3	4	5	6	7	8
EBNA-1 inhibitor	4	-3	-7	-1	-6	-7	2	/
PREPL inhibitor	-3	8	5	1	4	-38	-3	12
PAFAH2 inh	-2	7	-8	7	-1	8	2	0
PAFAH1B3 FP inh	8	-1	0	-3	0	3	12	-3
ZTA counter	-6	1	1	-10	-3	-7	3	-31
LYPLA2 inh	4	-1	-10	3	-2	-6	3	5
PAD4 inh	0	4	1	-3	-3	-4	-4	-3
LYPLA1 counter	4	0	-1	2	1	-4	-2	3
GSTO1 counter	-7	3	5	-2	-2	-2	-4	/

(9) CCCCNC(=O)C1CC(c2ccccc2[N+](=O)[O-])=NO1 (stereo not drawn)
(10) COc1ccc(NC(=O)NCCN2CCN(c3cccc(Cl)c3)CC2)cc1
(11) N#C/C(=C\c1cc(O)c(O)c(O)c1)C(N)=O
(12) CC(C)[C@H](NC(=O)OC(C)(C)C)c1nnc(SCc2cccc(F)c2)o1
(13) COC(=O)c1sc2nc(CSc3ccc(Br)cc3)[nH]c(=O)c2c1C
(14) Cc1ccc(S(=O)(=O)CCNC(=O)Cc2ccccc2)cc1
(15) CCN(C(=O)COC(=O)c1oc2ccccc2c1C)c1c(N)n(Cc2ccccc2)c(=O)[nH]c1=O
(16) S=c1[nH]nc(-c2ccccn2)n1/N=C/c1ccc(Cl)cc1
compound no.	9	10	11	12	13	14	15	16
EBNA-1 inhibitor	5	3	0	-2	-3	4	/	-1
PREPL inhibitor	-4	24	1	10	9	5	11	12
PAFAH2 inh	2	9	12	5	-8	0	4	6
PAFAH1B3 FP inh	0	-4	15	7	-4	8	6	7
ZTA counter	11	1	9	10	-20	15	-23	-1
LYPLA2 inh	0	5	-9	2	-12	4	-3	0
PAD4 inh	-2	-2	10	-5	-1	-4	3	3
LYPLA1 counter	-1	5	-4	-1	-6	4	1	-1
GSTO1 counter	1	5	59*	2	-8	11	/	3

(17) COc1cc(NC(=O)c2ccc3c(c2)C(=O)N(CCC(C)C)C3=O)c(C(=O)O)cc1OC
(18) O=C1NCCN(Cc2ccc(Cl)c(F)c2)C1CC(=O)N1CCCO1 (stereo not drawn)
(19) COc1cc(OC)cc(C(=O)Nc2nc3ccc(S(C)(=O)=O)cc3s2)c1
(20) CC(C)(C)N(Cc1ccccc1)C(=O)COC(=O)CCc1c[nH]c2ccccc12
(21) O=C(Nc1ccc(Cl)c(-c2nc3ccccc3[nH]2)c1)c1cccnc1
(22) CCC(=O)N1CCc2cc(S(=O)(=O)CCC(=O)NCc3ccccc3OC)ccc21
(23) CCn1c(=O)c(C(=O)NCCc2ccccc2)c(O)c2ccccc21
(24) O=S(=O)(NCCC1CC1(Cl)Cl)c1ccc(Cl)cc1 (stereo not drawn)
compound no.	17	18	19	20	21	22	23	24
EBNA-1 inhibitor	-12	8	-4	-8	4	12	10	7
PREPL inhibitor	-7	6	14	34	7	0	-7	-22
PAFAH2 inh	2	-15	-1	-1	-8	12	-2	19
PAFAH1B3 FP inh	2	0	1	13	-6	8	7	-2
ZTA counter	-18	-8	-1	3	-4	1	16	1
LYPLA2 inh	6	1	-5	9	-3	4	-4	-7
PAD4 inh	-5	-2	-1	-6	-1	3	-4	3
LYPLA1 counter	-3	-3	-8	3	-11	1	-3	0
GSTO1 counter	-1	3	-21	3	-7	2	5	14

(25) CC(=O)Oc1ccccc1C(=O)Nc1ccccc1C(=O)N1CCCC1
(26) O=C(Nc1ccccc1N1CCCC1)c1ccc([N+](=O)[O-])cc1Cl
(27) COc1ccccc1-c1ccc(=O)n(CC(=O)Nc2ccc(C(=O)N3CCCC3)cc2)n1
(28) CC(=O)Nc1sc(C)c(C)c1C(=O)OCC(=O)Nc1cccc(C)c1
(29) Cc1cc(NC(=O)CSc2nc(-c3ccc(F)cc3)cs2)no1
(30) COc1ccc(OCCC(=O)Nc2ccc(S(N)(=O)=O)cc2)cc1
(31) COC(=O)c1ccc(/C=N/OCC(=O)Nc2cc(F)ccc2F)cc1
(32) Cc1ccc(CNC(=O)C2CCC(=O)N(CCc3ccc(Cl)cc3)C2)cc1 (stereo not drawn)
compound no.	25	26	27	28	29	30	31	32
EBNA-1 inhibitor	8	3	3	/	44*	19	-2	-3
PREPL inhibitor	-4	7	-3	15	-12	-9	6	-7
PAFAH2 inh	-2	1	2	0	-2	0	1	6
PAFAH1B3 FP inh	7	-5	4	9	10	5	-2	5
ZTA counter	9	2	-5	/	-3	1	-10	7
LYPLA2 inh	3	3	8	/	3	2	3	12
PAD4 inh	4	2	3	-8	-4	-5	6	1
LYPLA1 counter	3	0	3	/	0	1	0	0
GSTO1 counter	0	5	3	/	3	5	0	8

(33) COc1ccc(C2=CC(c3cccc(OC)c3)n3nnnc3N2)cc1 (stereo not drawn)
(34) O=C(CSc1nnc(-c2ccccc2Br)o1)N1CCc2ccccc2C1
(35) O=C(NCc1ccc(F)cc1)C(=O)NCC1OCCN1C(=O)c1ccc(Cl)cc1 (stereo not drawn)
(36) COc1ccc(C(=O)/C(=C/O)N=Nc2ccc(F)cc2)cc1
(37) CCC(=O)c1ccc(OCc2ccc(C(=O)OC)cc2)c(OC)c1
(38) Cc1ccc(C(=O)Nc2ccc(S(=O)(=O)N3CCCC3)cc2)cc1
(39) CCCN(CCC)S(=O)(=O)c1ccc(C(=O)NCc2ccc3c(c2)OCO3)cc1
(40) CCn1c(SCC(=O)c2cc(C)n(C)c2C)nnc1-c1ccccc1
compound no.	33	34	35	36	37	38	39	40
EBNA-1 inhibitor	0	9	10	-9	2	27	0	-3
PREPL inhibitor	-69	-42	15	6	13	25	-2	0
PAFAH2 inh	-1	0	3	-11	9	1	11	1
PAFAH1B3 FP inh	6	3	9	4	2	6	4	8
ZTA counter	-18	15	10	-4	2	3	3	-8
LYPLA2 inh	0	9	0	4	4	5	-1	1
PAD4 inh	-2	0	2	-1	-1	2	4	1
LYPLA1 counter	-2	5	-4	-3	-1	0	-2	-2
GSTO1 counter	7	5	6	2	3	2	1	1

(41) COc1ccc(CNC(=O)COc2ccc(S(=O)(=O)N3CCOCC3)cc2)cc1
(42) CC(NC(=O)[C@H](C)NC(=O)N1CCn2c1nc1ccccc12)c1ccccc1 (stereo partly drawn)
(43) COc1ccc(OCC(=O)Nc2ccc(S(=O)(=O)N3CCCCCC3)cc2)cc1
(44) COc1cccc(/C=N/NC(N)=S)c1OCc1ccccc1Cl
(45) Cc1ccc(NC(=O)CCNC(=O)c2ccc([N+](=O)[O-])cc2)cc1S(=O)(=O)N(C)C
(46) Cc1ccc(-c2ccc(/C=N/N3C(=O)C4C5C=CC(CC5)C4C3=O)o2)c([N+](=O)[O-])c1 (stereo not drawn)
(47) N=C1SCC(=O)N1/N=C/c1ccccc1
(48) Cc1cc(C)c(C#N)c(SC(C(=O)NC(C)(C)C)c2ccccc2)n1 (stereo not drawn)
compound no.	41	42	43	44	45	46	47	48
EBNA-1 inhibitor	-4	4	0	-4	-18	-8	11	-10
PREPL inhibitor	7	7	-23	-13	12	20	-4	6
PAFAH2 inh	2	0	-4	-10	-5	10	0	9
PAFAH1B3 FP inh	2	5	8	0	13	-2	6	1
ZTA counter	-9	-11	3	-43	14	-20	13	-5
LYPLA2 inh	8	-2	-15	-1	-1	5	1	-2
PAD4 inh	-4	-3	-3	1	-5	-6	-3	0
LYPLA1 counter	1	-2	-12	2	-2	3	1	-3
GSTO1 counter	9	-2	-20	1	4	3	2	16

# Some of these compounds in order of number of heavy atoms, ascending.
(2) CC(=O)c1ccc(NC(=O)CSc2nccn2C)cc1
(16) S=c1[nH]nc(-c2ccccn2)n1/N=C/c1ccc(Cl)cc1
(37) CCC(=O)c1ccc(OCc2ccc(C(=O)OC)cc2)c(OC)c1
(4) COc1ccc(/C=N/Nc2ccc(C(F)(F)F)cc2[N+](=O)[O-])cc1O
(8) O=C(CNC(=O)c1ccc(Br)o1)NNC(=O)c1n[nH]c(=O)c2ccccc12
(41) COc1ccc(CNC(=O)COc2ccc(S(=O)(=O)N3CCOCC3)cc2)cc1
(27) COc1ccccc1-c1ccc(=O)n(CC(=O)Nc2ccc(C(=O)N3CCCC3)cc2)n1
compound no.	2	16	37	4	8	41	27
EBNA-1 inhibitor	-3	-1	2	-1	/	-4	3
PREPL inhibitor	8	12	13	1	12	7	-3
PAFAH2 inh	7	6	9	7	0	2	2
PAFAH1B3 FP inh	-1	7	2	-3	-3	2	4
ZTA counter	1	-1	2	-10	-31	-9	-5
LYPLA2 inh	-1	0	4	3	5	8	8
PAD4 inh	4	3	-1	-3	-3	-4	3
LYPLA1 counter	0	-1	-1	2	3	1	3
GSTO1 counter	3	3	3	-2	/	9	3

# The listing continues.
(49) Cc1ccc(CCNC(=O)c2ccc(CS(=O)(=O)c3ccccc3C)o2)cc1
(50) O=C(c1ccccc1)N1CCC(=O)N1c1ccccc1
(51) COc1ccc(-c2csc(Nc3ccc(S(=O)(=O)Nc4cc(C)on4)cc3)n2)cc1
(52) O=C(c1ccccc1)c1cnc(Nc2ccccc2Cl)s1
(53) CC(C)c1ccc(NC(=O)Cc2c(C(=O)O)n(C)c3ccccc23)cc1
(54) CC1(C)OCC(COC(=O)Nc2cccnc2)([N+](=O)[O-])CO1
(55) O=C(C1CC(=O)N(c2ccc(F)cc2)C1)N1CCN(c2ccc(F)cc2)CC1 (stereo not drawn)
(56) Cn1c(=O)n(C)c2cc3[nH]cnc3cc21
compound no.	49	50	51	52	53	54	55	56
EBNA-1 inhibitor	1	-3	-15	2	-9	-1	-6	-6
PREPL inhibitor	-3	2	9	11	2	-5	29	13
PAFAH2 inh	2	0	18	-2	9	7	2	6
PAFAH1B3 FP inh	-3	2	-2	4	0	-1	-3	1
ZTA counter	13	-10	1	11	-5	3	3	-11
LYPLA2 inh	-5	-5	2	19	2	0	1	1
PAD4 inh	0	-5	6	-3	2	7	-2	0
LYPLA1 counter	-1	-2	6	-6	-2	1	4	5
GSTO1 counter	4	1	22	-6	2	-3	3	0

(57) CC(C)NC(=O)/C(=N\O)c1ccccc1
(58) Nc1ccc(N2CCOCC2)c(S(=O)(=O)Nc2ccccc2Cl)c1
(59) CCN1CCCC1CNC(=O)CSc1cc(=O)n(CC)c2ccccc12 (stereo not drawn)
(60) O=[N+]([O-])c1ccc(N2CCN(S(=O)(=O)c3ccccc3[N+](=O)[O-])CC2)cc1N1CCc2ccccc2C1
compound no.	57	58	59	60
EBNA-1 inhibitor	4	/	-5	2
PREPL inhibitor	9	16	21	1
PAFAH2 inh	0	8	-5	-3
PAFAH1B3 FP inh	2	6	5	5
ZTA counter	1	/	7	13
LYPLA2 inh	3	/	4	8
PAD4 inh	-2	1	3	-2
LYPLA1 counter	0	/	0	-2
GSTO1 counter	2	/	-5	1

# Some of the compounds tested. The share of hits here may be higher or lower than overall.
